Screening results deposited in PubChem by NCI.
All columns: NCI-60 one-dose screen, growth in % after 48 h at 10 µM unless noted; 100 = growth as untreated, 0 = no growth, -100 = all killed.
A549/ATCC = A549/ATCC NSCLC; AID 1794740; hit rate 3.7% among 81,000
M14 = M14 melanoma | hit rate 6.2% among 80,000
EKVX = EKVX NSCLC | hit rate 3% among 71,000
RPMI-8226 = RPMI-8226 leukemia cells; hit rate 7.5% among 77,000; AID 1794781
MOLT-4 = MOLT-4 leukemia cells. hit rate 6.9% among 80,000
HOP-92 = HOP-92 NSCLC cells; hit rate 6.3% among 71,000; AID 1794738
CCRF-CEM = CCRF-CEM leukemia. hit rate 7% among 77,000
HOP-62 = HOP-62 NSCLC. hit rate 3.9% among 80,000. AID 1794735
The depositor's hits bear a star; . = no result given; & = joins results of further samples; [ ] = dose if it differs, or a comment. How the source made its calls: active means growth percent below 10; inactive means the rest. Random draw from the library; about 12% have a hit in one of these screens.

SMILES	A549/ATCC	M14	EKVX	RPMI-8226	MOLT-4	HOP-92	CCRF-CEM	HOP-62
CC(=O)c1ccc(Oc2nc(CNc3ccc(S(N)(=O)=O)cc3)nc3ccccc23)cc1	107	98	.	112	85	.	105	115
Cc1c([C@H](C(Cl)Cl)[C@H](O)[C@H]2C[C@H](C)C(=O)O2)ccc2c1C(=O)[C@H]1[C@H]2C[C@@H](Br)[C@@]23O[C@@H](CO[C@H]2O)CC13C (some centres not stated)	-1.1*	33	28	27	16	69	17	50
CC1CCC(=O)N1c1ccc(N)cc1 (configuration not stated)	89	104	104	103	105	107	107	86
CC(NCCOC(=O)c1ccc([N+](=O)[O-])cc1)c1ccccc1 (configuration not stated)	97	112	.	96	112	.	98	106
CC(=O)c1c(C)[nH]c(C(=O)O)c1C	91	106	104	101	93	86	95	111
CC(=O)CCc1ccc(O)cc1	100	111	110	101	104	78	100	106
COc1ccc(C2CC(=O)Nc3c2c(C)nn3-c2ccc(Cl)nn2)cc1 (configuration not stated)	100	97	91	91	98	95	.	87
COc1cc(CNC(=O)CCCCC[P+](c2ccccc2)(c2ccccc2)c2ccccc2)c(OC)c2c1OCO2	88	76	72	1.7*	99	23	.	90
CS(=O)(=O)Nc1ccc(C(=O)Nc2cc(Cl)ccc2Oc2ccccc2)cc1	91	108	.	77	.	95	.	106
Nc1ncccc1O	78	102	120	87	65	105	85	100
N#Cc1nc(-c2ccccc2)oc1NCC(c1ccco1)N1CCCC1 (configuration not stated)	95	81	105	91	71	83	77	97
Clc1ccc(-c2nc(C(Cl)Cl)nc3cc(-c4ccccc4)nn23)cc1	-13*	24	-13*	39	32	49	53	15
COc1cc(-c2ccc3ncnc(N4CCc5ccc(Cl)cc54)c3c2)cnc1Cl	35	30	2.4*	-4.1*	6.7*	-0.3*	12	50
O=C(Cn1c[n+](CC(=O)c2ccc(Cl)cc2)c2ccccc21)Nc1cccc2cccnc12	95	93	90	54	85	.	88	102
C#CCOc1cc(-c2nc3sccn3c2-c2ccnc(SC)n2)ccc1F	92	103	100	87	.	57	92	104
NC(=O)c1cc(Br)cc(Br)c1O	81	98	103	114	99	113	122	102
C=CC(=O)OCCOCc1ccccc1	104	109	111	92	111	58	97	104
COc1ccc(C(=O)/C=C/c2cn(-c3ccc(F)cc3)nc2-c2ccc(S(C)(=O)=O)cc2)cc1	91	.	93	55	55	104	51	105
CC(C)NC(=O)OCc1c(COC(=O)NC(C)C)c(-c2ccc(Cl)cc2)n2c1CCC2	67	33	77	93	22	26	52	46
Nc1c(C(=O)Nc2ccccc2-c2cn(CCCO)nn2)sc2nc3c(cc12)CCCCC3	100	60	102	40	61	52	56	88
Cc1ccc(N(C(=O)CCc2c[nH]c3ccccc23)[C@H](C(=O)Nc2cccc([N+](=O)[O-])c2)c2ccc(O)cc2)cc1	92	90	100	90	97	70	95	100
Cn1cc(-c2cc3nc(-c4cn(C)c5ncccc45)cc(N)n3n2)c2ccccc21	15	5.6*	44	-19*	-21*	.	0.4*	-14*
CNNc1ncnc2c1cnn2-c1ccc(S(N)(=O)=O)cc1	93	95	106	94	87	42	82	86
CCN(CC)CCC(CNc1ccnc2cc(Cl)ccc12)c1ccc(OC)cc1 (configuration not stated)	88&79	-78*	86&70	39&60	53&52	59&47	46&63	78&83
CC(C)(C)c1cc(-c2nc3ccc(N4CCN(CCO)CC4)cc3[nH]2)cc(C(C)(C)C)c1O	43	-40*	93	1.1*	33	45	30	73
COc1ccc(C2CC(=O)Nc3c(-c4ccc(OC)c(OC)c4)csc32)cc1O (configuration not stated)	86	97	.	81	88	119	88	96
C1=C(c2ccccc2)CC(c2ccccc2)=C1	96	111	.	91	96	84	.	109
N=C(N)c1ccc(-c2ccc(-c3ccc(Cl)cc3Cl)s2)nc1	33	75	94	0.2*	13	84	39	91
COC(=O)[C@H](Cc1cn(C)cn1)NC(=O)[C@H](C)NC(=O)Nc1cc(C(F)(F)F)cc(C(F)(F)F)c1	-25*[100 µM]	-85*[100 µM]	.	-32*[100 µM]	-27*[100 µM]	-95*[100 µM]	.	-95*[100 µM]
COc1ccc(N2C(=O)N(c3ccc(C)cc3)C(=N)C2=S)cc1	82	99	107	87	90	81	78	85

An excerpt from above in order of count of non-hydrogen atoms, rising:
SMILES	A549/ATCC	M14	EKVX	RPMI-8226	MOLT-4	HOP-92	CCRF-CEM	HOP-62
CC(=O)CCc1ccc(O)cc1	100	111	110	101	104	78	100	106
Clc1ccc(-c2nc(C(Cl)Cl)nc3cc(-c4ccccc4)nn23)cc1	-13*	24	-13*	39	32	49	53	15
Cc1c([C@H](C(Cl)Cl)[C@H](O)[C@H]2C[C@H](C)C(=O)O2)ccc2c1C(=O)[C@H]1[C@H]2C[C@@H](Br)[C@@]23O[C@@H](CO[C@H]2O)CC13C (some centres not stated)	-1.1*	33	28	27	16	69	17	50

Remaining list, next part
SMILES	A549/ATCC	M14	EKVX	RPMI-8226	MOLT-4	HOP-92	CCRF-CEM	HOP-62
O=C(O)C1=CCCC1	89	113	98	102	107	88	103	111
COc1c(O)c2c3c(c1OC)-c1ccccc1CC3N(S(=O)(=O)c1ccc(C)cc1)CC2 (configuration not stated)	44	31	106	91	31	60	1.3*	42
O=[N+]([O-])c1cc([N+](=O)[O-])c(C(F)(F)F)cc1NN=C(c1ccc(O)cc1)c1ccc(O)cc1	-60*	-48*	93	76	107	108	112	-55*
Cc1cc2ccccc2c[n+]1CC(O)c1ccccc1 (configuration not stated)	97	101	.	101	102	86	105	92
O=C(N/N=C\c1ccc(F)cc1)c1ccc2nc(-c3ccc(Cl)cc3)[nH]c2c1	101	96	97	95	97	105	93	97
Cc1cc2nc(CC#N)[nH]c2cc1C	96	108	92	95	99	108	92	95
CC(C)(C)n1cc(-c2ccnc(NCCCNS(=O)(=O)c3ccc(F)cc3)c2)c(-c2cccc(F)c2)n1	44	54	57	28	42	67	49	92
O=C(Nc1cccc2c(O)c(N=Nc3ccc(S(=O)(=O)Nc4nccs4)cc3)cc(N=Nc3ccc(S(=O)(=O)Nc4nccs4)cc3)c12)C(Cl)Cl	92	110	90	-11*	153	25	72	97
CC(=O)C(=O)N(N)C1=NN=C2N=C(C)C=C(c3ccccc3)N2N1	111	.	100	102	102	113	111	105
O=c1c(-c2n[nH]c(=S)o2)cnc2nc[nH]n12	104	97	99	110	101	107	126	107
CC(=O)Oc1ccc(/C(=C(\C)c2ccc(Cl)cc2)c2ccc(OCCN3CCCCC3)cc2)cc1	32	-35*	63	9.5*	-8.3*	49	18	53
C/C(=N\NC(=S)Nc1ccccc1)c1nnn(-c2ccc(F)cc2)c1C	80	71	74	47	66	59	40	57
COC(=O)C1C(=O)COC1C (configuration not stated)	97	97	.	103	94	106	97	102
O=c1[nH]c(=S)c2c(n1CCCO)CCC2	100	97	91	101	104	109	103	104
Cc1cccc(NC(=O)CCc2ccc(N3C(N)=NC(N)=NC3(C)C)cc2)c1	12	65	56	32	50	32	31	24
CCCc1cc(C)ccc1O	.	101	107	83	98	66	77	106
NS(=O)(=O)c1ccc(CCNC(=O)CSc2nc3c(c(=O)[nH]2)CCCC3)cc1	102	105	98	100	109	91	99	107
Nc1cccc2c1C(=O)c1ccccc1-2	110	105	99	105	104	.	106	113
COc1ccc(C2=NN(C(C)=O)C(c3ccc(Cl)cc3)C2)cc1S(=O)(=O)Nc1cccnc1 (configuration not stated)	98	106	93	104	97	101	97	97
COc1ccc(-c2ccc(-c3nc4ccccc4s3)c(=O)[nH]2)cc1	116	97	89	102	100	81	94	89

Entries of single compounds from above.
Entry for COc1ccc(-c2ccc(-c3nc4ccccc4s3)c(=O)[nH]2)cc1 : A549/ATCC: 116; M14: 97; EKVX: 89; RPMI-8226: 102; MOLT-4: 100; HOP-92: 81; CCRF-CEM: 94; HOP-62: 89
Entry for O=c1[nH]c(=S)c2c(n1CCCO)CCC2 : A549/ATCC: 100; M14: 97; EKVX: 91; RPMI-8226: 101; MOLT-4: 104; HOP-92: 109; CCRF-CEM: 103; HOP-62: 104
Entry for NS(=O)(=O)c1ccc(CCNC(=O)CSc2nc3c(c(=O)[nH]2)CCCC3)cc1 : A549/ATCC: 102; M14: 105; EKVX: 98; RPMI-8226: 100; MOLT-4: 109; HOP-92: 91; CCRF-CEM: 99; HOP-62: 107

Further compounds follow.
SMILES	A549/ATCC	M14	EKVX	RPMI-8226	MOLT-4	HOP-92	CCRF-CEM	HOP-62
CCCSc1nc(Nc2ccc(/C(C)=N\NC(N)=S)cc2)c(C#N)c(-c2ccc(OC)cc2)n1	61	80	75	72	80	-21*	89	32
Cn1cc(-c2cc3ncnc(Nc4ccc(CC(=O)Nc5ccc(F)c(Cl)c5)cc4)c3s2)cn1	46	80	65	58	53	134	19	73
Fc1cccc(-n2ncc3c(Nc4ccc(-c5nnc(-c6ccccc6)o5)cc4)ncnc32)c1	97	107	100	107	88	102	100	102
ClCc1cccc(CSc2ncnc3nc[nH]c23)c1	101	74	95	56	46	82	47	80
Cc1c(-c2ccc(Cl)cc2)n[nH]c1-c1[nH]nc(-c2ccc(Cl)cc2)c1C	109	100	79	94	103	95	54	96
CCC1COS(=O)(=O)CS(=O)(=O)O1 (configuration not stated)	98[100 µM]	97[100 µM]	88[100 µM]	103[100 µM]	115[100 µM]	79[100 µM]	95[100 µM]	89[100 µM]
[2H]c1c(C([2H])([2H])CC)[nH]c(=S)[nH]c1=O	93	100	92	108	115	.	103	101
COc1ccc(/C=C/C(=O)NC(CO)(CO)CO)cc1	99	108	96	98	96	101	106	91
C=CCC(C(=O)OCC)(C(=O)OCC)C(C)CCC (configuration not stated)	87	105	110	111	92	90	106	98
CC[C@H](Nc1ncnc2nc[nH]c12)c1nc2cccc(NCCCCCC(=O)O)c2c(=O)n1-c1ccccc1	82	105	99	110	84	107	95	85
COc1ccc2c(c1)O/C(=C/c1ccc(OCC(=O)Nc3ccccc3OC)cc1)C2=O	87	99	92	89	84	83	87	95
O=c1cc(-c2ccc(Cl)cc2)[nH]c2ccccc12	91	72	68	71	110	73	.	79
COc1ccc(N2C(=O)CS/C2=N/N=C(\C)c2cc3ccccc3oc2=O)cc1	106	106	105	99	110	108	114	94
CCN(Cc1cccc(S(=O)(=O)O)c1)c1ccc(C(=C2C=CC(=[N+](CC)Cc3cccc(S(=O)(=O)O)c3)C=C2)c2ccc(O)cc2S(=O)(=O)O)cc1	110	112	126	51	82	56	56	112
COc1cc(/C=N/Nc2ccccc2Br)cc(OC)c1OC	71	83	87	96	79	112	75	100
O=[N+]([O-])c1ccccc1N=P(c1ccccc1)(c1ccccc1)c1ccccc1	.	127	.	92	93	108	.	101
COc1ccc(-c2nonc2-[n+]2noc(=O)[nH]2)cc1	106	108	98	101	105	119	102	105
O=C1CCCc2c1ccc1ccccc21	103&104	111&101	99	104&93	111&93	76&88	91&107	99&88
CCC(=O)N(CCC(C)C)c1ccccc1	104	104	113	105	104	97	108	103
CCOC(=O)Cn1c(=O)c2c3ccccc3n(C)c2n2nnc(-c3ccccc3)c12	159	88	86	65	-41*	41	68	106
CC1=NN(c2cccc(Cl)c2)C(=O)/C1=C\c1coc2ccc(Br)cc2c1=O	102	103	111	109	72	70	106	107
Cn1c(=O)c2c(ncn2CC(O)CO)n(C)c1=O (configuration not stated)	95&105	106&100&101	109&98&107	99&102&103	105&98&100	86&111	98&107&105	112&97&95
COc1cc(-c2cc(-c3ccc(Nc4ncnc5cc(Cl)ccc45)cc3)nc(N3CCOCC3)n2)cc(OC)c1OC	86	113	100	107	92	85	108	95
CCOC(=O)C(C#N)C1(C(C#N)C(=O)OCC)C(=O)Nc2ccccc21 (configuration not stated)	97	97	97	98	115	96	100	79
COc1ccccc1Br	97	96	97	100	99	104	98	95
O=c1cc(C(F)(F)F)[nH]n1-c1nc2ccccc2[nH]1	86	91	.	77	80	.	58	76
C(=N\N1CCCCCC1)/c1cccc2ccccc12	104	114	91	107	120	66	112	98
O=C(c1cccnc1)c1cc(-c2ccccn2)c(=O)n2ccccc12	106	94	106	93	107	94	92	83
CC(C(C(=O)N1CCCCC1)N1CCCCC1)N1CCCCC1 (configuration not stated)	94	103	112	.	80	112	116	97
O=C(Cn1c(=O)[nH]c2ccccc2c1=O)NC1CCCCC1	100	117	96	105	112	106	97	106
COc1cc(/C=C2\CCC/C(=C\c3cc(CN4CCCC4)c(O)c(OC)c3)C2=O)cc(CN2CCCC2)c1O	44	20	32	14	4.6*	11	18	102
CCSc1sc(-c2ccc(C)cc2)nc1[P+](c1ccccc1)(c1ccccc1)c1ccccc1	3.6*	-9.0*	7.0*	-34*	-49*	-38*	8.8*	-10*
CC(NC(=O)C1(NC(=O)OCc2ccccc2)CCCC1)C(=O)O (configuration not stated)	100	107	.	102	102	.	94	111
COC(=O)c1ccc(C2OC34CCCCC3C(C#N)(C(=N)O4)C2(C#N)C#N)cc1 (configuration not stated)	92	93	92	105	103	102	101	107
C=C(C)[C@@H]1CC[C@]2(C(=O)NCCNCCNCCN)CC[C@]3(C)[C@H](CC[C@@H]4[C@@]5(C)CCC(=O)C(C)(C)[C@@H]5CC[C@]43C)[C@@H]12	-76*[100 µM]	-63*[100 µM]	11[100 µM]	-31*[100 µM]	-16*[100 µM]	-65*[100 µM]	-11*[100 µM]	43[100 µM]
O=C(COc1ccccc1)Nc1ccc(-c2nc3ccccc3s2)cc1	98	95	88	77	61	78	90	90
O=C(Oc1cccc2ccccc12)Oc1cccc2ccccc12	107	96	88	113	93	63	89	96
OCc1ncc(-c2ccc(C(F)(F)F)cc2)c(N[C@@H]2C[C@H]3CC[C@@H]2C3)n1	105	103	.	97	96	.	.	99
O=C(O)c1c(-c2ccccc2)cnc2ccccc12	98	104	.	96	102	124	97	109
N#C/C=C(\c1ccc([N+](=O)[O-])cc1)n1nnc2cc(Cl)c(Cl)cc21	53	21	39	.	22	45	9.5*	31
COc1cc(C(=O)OCCC(C)C)cc(OC)c1O	99	105	96	95	90	49	96	76
CC1CCC(SCc2ccccc2)CC1 (configuration not stated)	105	108	110	95	111	115	107	106
